Cardiac RTF inh – cardiac RTF calcium sensitivity inhibitors, primary screen, biochemical, IANBD-TnC fluorescence, EC70 calcium; AID 493244, 2011; IANBD-labeled cardiac RTF, Ca2+ fluorescence; inhibition, % at 7.15 µM; hit rate 0.12% among 340,000; Troponin I, cardiac muscle (Homo sapiens) + Troponin T, cardiac muscle (Homo sapiens) + …;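 active = inhibition above the mean inhibition of all tested compounds plus 3 SD, cut at about 17% in these data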;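 also: assay run at fixed EC70 calcium of 1.6 mM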
SR-BI DiI-HDL act – activators of SR-BI mediated DiI-HDL uptake, primary screen, ldlA[mSR-BI] CHO cells, DiI fluorescence; 3 h; 100 = double the neutral-control signal; activation, % at 12.5 µM; hit rate 0.096% among 320,000;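 active = mean replicate activation of at least 60% and every replicate at or above 60%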;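 also: 0% = median plate neutral-control signal and 100% = twice that signal; values of inactives mirror those of a sister screen read the other way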
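system = CHO ldlA[mSR-BI] cells, LDL receptor-null, SR-BI overexpressing | medium = Ham's F12 with 0.5% BSA, HEPES 25 mM, pH 7.4 | probe or stimulus = DiI-HDL 10 µg/mL | compound dosing = single-point compound dose | incubation = compound exposure 3 h, 37 °C | technique = DiI fluorescence, bottom read | read-out = cell-associated DiI fluorescence as measure of HDL uptake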
DAGLB inh – DAGLB lipase inhibitors, primary screen, biochemical, fluorescence, HTS; Diacylglycerol lipase-beta (Homo sapiens), Q8NCG7; HEK293T DAGLB membrane lysate, EnzChek fluorogenic substrate; inhibition, % at 5.17 µM; hit rate 0.059% among 340,000; AID 504411, 2011; in the data active = inhibition above about 34%;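 also: 0% = enzyme with vehicle and 100% = wells lacking enzyme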
Keap1 Nrf2 FP – Keap1-Nrf2 protein-protein interaction inhibitors, primary screen, biochemical, fluorescence polarization, single point. hit rate 0.15% among 340,000. inhibition, % at 9.4 µM. AID 504523, 2011. Kelch-like ECH-associated protein 1 (Homo sapiens), Q14145. Keap1 Kelch-Nrf2 peptide fluorescence polarization, 1536-well; in the data active = inhibition above about 12%;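 also: human Keap1 Kelch domain with fluorescein labeled Nrf2 9mer peptide probe; 0% = neutral control wells and 100% = peptide positive control; higher means more block of Keap1 binding to Nrf2 peptide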
Target sequence (Q14145 whole entry, looked up, the tested form may be a part): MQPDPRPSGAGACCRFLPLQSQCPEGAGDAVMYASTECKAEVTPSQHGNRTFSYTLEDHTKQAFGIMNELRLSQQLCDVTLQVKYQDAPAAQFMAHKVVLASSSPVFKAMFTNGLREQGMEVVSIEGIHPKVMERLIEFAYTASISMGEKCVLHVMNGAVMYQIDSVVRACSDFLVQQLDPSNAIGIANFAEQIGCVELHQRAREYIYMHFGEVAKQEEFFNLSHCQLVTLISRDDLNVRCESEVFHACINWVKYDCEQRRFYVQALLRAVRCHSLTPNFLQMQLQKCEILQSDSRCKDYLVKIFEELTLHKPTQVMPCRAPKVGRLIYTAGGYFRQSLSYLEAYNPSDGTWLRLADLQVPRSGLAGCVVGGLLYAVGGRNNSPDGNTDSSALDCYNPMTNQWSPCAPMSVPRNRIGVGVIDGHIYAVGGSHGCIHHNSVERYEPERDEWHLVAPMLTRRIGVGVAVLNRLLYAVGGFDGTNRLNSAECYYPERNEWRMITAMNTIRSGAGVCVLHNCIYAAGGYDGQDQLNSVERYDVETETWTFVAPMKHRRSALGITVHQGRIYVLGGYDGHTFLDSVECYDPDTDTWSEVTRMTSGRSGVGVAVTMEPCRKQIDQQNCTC
Rtt109 HAT inh – inhibitors of C. albicans Rtt109/Vps75 HAT, primary screen, biochemical, ThioGlo CoA-SH fluorescence, plate reader. Histone acetyltransferase RTT109 (Candida albicans (strain SC5314 / ATCC MYA-2876)), …. purified Rtt109/Vps75, 4 h. inhibition, % at 34.9 µM. hit rate 0.16% among 330,000;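 active = inhibition of at least 50% in every replicate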
cardiac RTF act – cardiac RTF calcium sensitivity activators, primary screen, biochemical, IANBD-TnC fluorescence, EC20 calcium; IANBD-labeled TnC RTF fluorescence at EC20 calcium; 0% EC20 calcium, 100% full calcium; activation, % at 7.2 µM; hit rate 0.24% among 340,000;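 active = activation above the mean over all tested compounds plus 3 SD, cut at about 30% in these data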;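 also: rise in fluorescence read as greater calcium sensitivity of cardiac thin filaments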
CAL PDZ FP-1 – CAL PDZ peptide-binding inhibitors, primary screen, biochemical, fluorescence polarization, Cer-tagged CAL PDZ, HTS; purified CAL PDZ, TMR-peptide fluorescence polarization, 1 h; Golgi-associated PDZ and coiled-coil motif-containing protein (Homo sapiens), Q9HD26; inhibition, % at 20 µM; AID 504414, 2011; hit rate 0.02% among 330,000;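 active = highest replicate inhibition of at least 40%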;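 also: plate controls were DMSO neutral control wells for no effect and unlabeled competitor peptide control wells for full effect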
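material = purified tagged CAL PDZ domain construct (CerCALP) | buffer or medium = sodium phosphate/NaCl buffer pH 7.4 with TCEP, IgG, Thesit | reagent = TMR-labelled reporter peptide T*-PRC34 bound in PDZ groove | incubation = 1 h room-temperature incubation prior to read | measured by = fluorescence polarization (mP) | evaluation = percent inhibition from loss of millipolarization | control set = unlabelled peptide and DMSO controls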
CAL PDZ FP-2 – untagged CAL PDZ binding inhibitors, primary screen, biochemical, fluorescence polarization, HTS | purified CAL PDZ, TMR-peptide fluorescence polarization, 1 h | AID 602252, 2012 | inhibition, % at 24.9 µM | hit rate 0.92% among 300,000;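 active = mean inhibition of at least 30% with at least half of replicates also reaching 30%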;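 also: 0% = DMSO neutral control and 100% = excess unlabeled competitor peptide PRC23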
C-LANA FP – inhibitors of KSHV C-LANA binding to DNA, primary screen, biochemical, fluorescence polarization, FAM-LBS DNA, MBP-C-LANA, single point. Kaposi's sarcoma herpesvirus LANA C-terminal domain (residues 932-1162) DNA binding. inhibition, % at 9 µM. hit rate 0.078% among 340,000. AID 504423, 2011;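 active = highest replicate inhibition at or above 60% at 9 µM, even if other replicates fall short; inactive = all replicates below 60% inhibition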;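 also: 0% = neutral control wells and 100% = 4 µM acridine orange control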
PKA-R2B activ – activators of PKA-R2B holoenzyme, primary screen, biochemical, fluorescence polarization, Cy5-IP20, human; PKA-R2B holoenzyme dissociation; R2B truncated from residue 108, S112A mutant; 0% DMSO only, 100% 113 µM cGMP; hit rate 0.079% among 340,000; activation, % at 11.4 µM;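 active = activation above a cutoff set at the mean over all compounds plus 3 SD, cut at about 18% in these data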;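 also: higher means more holoenzyme dissociation and a rise in polarization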
Target sequence (P31323 whole entry, looked up, other chains not shown, the tested form may be a part): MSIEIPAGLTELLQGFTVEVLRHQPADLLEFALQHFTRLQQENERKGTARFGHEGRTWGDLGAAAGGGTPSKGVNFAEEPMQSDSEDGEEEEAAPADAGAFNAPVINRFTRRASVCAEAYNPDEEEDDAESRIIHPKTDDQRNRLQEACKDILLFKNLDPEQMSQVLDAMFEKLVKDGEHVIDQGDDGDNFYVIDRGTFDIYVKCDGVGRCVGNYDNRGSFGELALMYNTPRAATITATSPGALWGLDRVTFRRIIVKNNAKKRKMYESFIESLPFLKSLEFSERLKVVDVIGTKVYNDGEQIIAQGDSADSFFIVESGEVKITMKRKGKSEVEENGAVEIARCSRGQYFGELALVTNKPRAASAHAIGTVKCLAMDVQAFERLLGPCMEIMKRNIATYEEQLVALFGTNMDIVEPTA
* = called active by the depositor; . = no result given; + = active, no number. No enrichment for hits; 1.6% or so of the library scored in one or more.

SMILES	Cardiac RTF inh	SR-BI DiI-HDL act	DAGLB inh	Keap1 Nrf2 FP	Rtt109 HAT inh	cardiac RTF act	CAL PDZ FP-1	CAL PDZ FP-2	C-LANA FP	PKA-R2B activ
CCc1nc(OCc2ccco2)c2sc3nc4c(cc3c2n1)COC(C)(C)C4	-4	-7	-1	-27	12	0	-1.9	-4	0.4	3
CCOc1ccc(S(=O)(=O)Nc2ccccc2C(=O)NCC2CCCO2)cc1 (centres undefined)	-3	2	-1	0	-2	0	-0.9	-2	-0.9	-7
CCOC(=O)c1oc2ccccc2c1NC(=O)C1CCCCC1	-6	-27	-1	-1	4	4	-0.3	.	-0.9	-5
Cc1cc([N+](=O)[O-])cnc1Sc1nccn1C	-6	-14	1	-6	-1	-6	-3.1	-5	0.0	-22
N/C(=N\OC(=O)CCC1CCCCC1)c1ccc([N+](=O)[O-])cc1	-7	20	-3	0	.	3	-2.1	1	-0.3	3
Cc1c(OC(C)C(=O)NCCCN2CCOCC2)ccc2c3c(c(=O)oc12)CCCC3 (centres undefined)	-9	-5	2	-2	3	-2	0.0	6	0.6	-3
COCCn1c(=O)[nH]c2cc(C(=O)N3CCN(c4cccc(C(F)(F)F)c4)CC3)ccc2c1=O	13	.	1	-2	-5	-9	-0.2	.	0.2	-1
C/C(=N/NC(=O)c1ccc(Br)s1)c1cccnc1	0	-4	-9	-4	11	-6	-0.6	1	-1.7	9
COc1ccc(-c2nnc(Nc3nc4c(OC)cccc4s3)o2)c(OC)c1	-3	-56	11	5	4	-6	-3.0	-3	1.5	-11
O=C(Nc1ccccn1)c1ccc2c(c1)OCO2	-6	10	-1	-1	-1	-3	-0.2	-5	-4.4	-8
Cc1cc(/C=C(\C#N)C(=O)O)c(C)n1-c1ccc(Br)cc1	1	9	4	-1	8	6	-2.2	+	-0.8	-3
COc1nc(Nc2ccc(C(C)=O)cc2)nc(OC)n1	0	22	0	1	-3	-1	-1.0	0	-0.5	-9
CC(=O)NCCNc1nc2c(-c3cccc(C)c3)nnn2c2ccccc12	-8	-25	0	-1	-4	-4	-1.9	-2	0.7	-10
FC(F)C(F)(F)Oc1cccc(-c2n[nH]c(=S)n2Cc2ccccc2)c1	-1	-9	3	-2	4	-7	0.0	.	1.3	-18
O=C(CSCc1ccccc1)Nc1ccc2c(c1)OCO2	6	4	-5	-4	3	-7	-0.8	-7	1.0	-7
O=C(NNC(=O)C1CCN(c2ncccn2)CC1)c1ccccc1	-5	-6	-1	-3	-6	-3	-1.1	-3	3.0	2
COc1cccc(/C=N/Nc2ccc([N+](=O)[O-])cc2)c1O	-2	-35	4	3	18	-6	1.3	-4	0.7	8
O=C(Cc1ccc(-n2c(=O)c3sccc3n(CC(=O)Nc3ccccc3)c2=O)cc1)NCc1ccco1	2	-6	-1	-4	-7	10	-0.6	-2	0.8	-2
CNc1nc(N)c([N+](=O)[O-])c(NCC2CCCO2)n1 (centres undefined)	-3	-3	-2	-4	4	6	0.2	4	-0.7	3
O=C(Nc1ccccc1N1CCOCC1)C1=NN(c2ccccc2)C(=O)CC1	-20	-14	-9	-3	0	-3	-2.3	-4	0.4	2
COc1ccc(CC(=O)Nc2ccc(/C(C)=N/NC(=O)c3cccc([N+](=O)[O-])c3)cc2)cc1	2	-4	-3	-2	3	-3	-0.8	0	-0.3	7
Cc1cc(CNC(=O)COc2cc(F)ccc2[N+](=O)[O-])c2ccccc2n1	-13	.	-2	-3	6	4	-1.0	3	-0.6	3
COc1ccc(C2=NOC(Cn3c(Cc4ccc(Cl)cc4)nc4c3c(=O)n(C)c(=O)n4C)C2)cc1 (centres undefined)	-8	-43	-2	-7	-3	-5	-0.9	-5	-0.2	-7
O=C(CNC(=S)N(Cc1ccccc1)Cc1cccnc1)N1CCOCC1	-3	43	-1	4	4	3	-1.3	-5	2.1	-3
CCOC(=O)N1CCN(CCC(=O)Nc2cc(OC)cc(OC)c2)CC1	-16	-2	1	6	3	2	0.1	-2	-6.3	-18
Following part:
SMILES	Cardiac RTF inh	SR-BI DiI-HDL act	DAGLB inh	Keap1 Nrf2 FP	Rtt109 HAT inh	cardiac RTF act	CAL PDZ FP-1	CAL PDZ FP-2	C-LANA FP	PKA-R2B activ
O=S1(=O)C=CC(c2ccccc2)C1 (centres undefined)	-12	-3	0	3	-5	-5	1.0	.	-4.0	-4
COc1cc(/C=C(\C#N)C(=O)c2c[nH]c3ccccc23)cc(OC)c1O	-23	-21	-2	-26	20	20	0.4	-6	-24	2
COc1ccc(C(=O)C2CCCN(C(=O)COc3ccc(C(C)=O)cc3)C2)cc1F (centres undefined)	-6	-9	-2	1	-1	-2	-1.2	-5	0.7	1
COc1ccc(/C=C(/C(=O)Nc2ccccc2C(=O)NC(C)C)c2ccccc2)cc1	0	-61	-5	0	11	-1	-0.5	.	1.0	5
S=c1[nH]cc(-c2ccccc2)n1-c1ccccc1Cl	-8	10	4	-4	-9	1	-0.6	0	1.2	-3
Cc1ccc(OCCCC(=O)NC2CCCCC2)cc1	-3	19	-2	-4	-11	38*	0.4	-2	0.5	4
CC1CCCN(C2(O)C(=O)Nc3ccc(Cl)cc32)C1 (centres undefined)	0	-1	-2	7	.	-4	-1.5	-3	-0.7	-1
Cc1ccccc1OCc1nc(-c2ccccc2)no1	9	-3	-8	-6	2	-6	-0.5	1	1.4	-11
CC(=O)c1sc2c(c1OC(=O)c1ccc(Cl)cc1)c(=O)n(-c1ccccc1)c(=S)n2-c1ccccc1	1	2	0	-3	-3	2	-0.5	-4	1.1	-8
CC(=O)N1c2ccc(S(=O)(=O)N(C)CC(=O)NC(C)c3ccccc3)cc2CC1C (centres undefined)	0	9	1	3	-3	-1	-1.8	-1	1.8	-4
Cc1ccccc1OCC(=O)NC(=S)Nc1ccc(N2CCCC2)cc1	2	-66	2	-2	-4	1	-1.0	1	-0.6	-1
Cc1ccc(-c2ccc(/C=C3\C(=O)ON=C3c3ccccc3)o2)c([N+](=O)[O-])c1	-4	-5	10	-1	13	0	-0.4	-2	1.5	4
CC(C)(C)c1nc(SCC(=O)Nc2ccc(N3CCOCC3)cc2)c2ccccc2n1	-9	-57	-24	-3	3	-7	-1.1	2	-0.5	-9
CC1C2CC(C(S(=O)(=O)N3CCOCC3)C2=O)C1(C)C (centres undefined)	-11	-3	0	-5	9	13	-3.2	-2	-0.1	2
Cc1cccc(-c2cc3nc4c(c(N5CCCC(O)C5)n3n2)CCC4)c1 (centres undefined)	-15	-63	-1	-4	3	6	-2.9	-1	1.1	-11
CCOc1ccc(NC(=O)NC(=O)N(C(C)C)S(C)(=O)=O)cc1	-10	-5	0	0	7	-2	-0.5	-3	-1.2	1
CCN(CC)C1=CC(=O)OC12CCCCC2	-5	2	1	-7	14	-3	-0.4	-2	0.3	1
CN1CCc2nc(SCCOc3ccccc3)c(C#N)cc2C1	6	-16	-3	-2	9	-13	-3.3	15	0.3	6
O=C(Cn1cnc2c(OCc3ccccc3)ncnc21)NCCCN1CCCC1=O	-5	7	-4	1	-15	3	-0.3	2	-0.8	1
CN(C)CC1CCC/C(=C\c2ccc(OC(=O)c3ccc(Cl)cc3)cc2)C1=O (centres undefined)	-14	-3	2	0	-14	3	-1.8	1	-2.1	1
Cc1cccc(OC(C)C(=O)Nc2ccccc2C(=O)N2CCCCC2)c1 (centres undefined)	-15	6	-1	-4	-7	7	-0.1	8	-2.0	-8
O=C(CN1C(=O)NC2(CCCCCCC2)C1=O)Nc1cccc(Br)c1	14	17	0	0	7	-5	-0.6	7	-0.5	-5
O=C(CN1CCc2ccccc2C1)Nc1ccc(F)cc1	0	.	-3	-1	7	1	0.0	.	-2.0	3
c1cncc(-c2ccc3ncnc(NCc4cccs4)c3c2)c1	-3	20	4	2	1	15	-4.8	-4	3.4	-2
Cc1cc(C)c2c(c1)OC(=O)CC2c1ccccc1C (centres undefined)	-12	1	-7	3	2	3	-0.9	-2	1.0	-4
The list continues:
SMILES	Cardiac RTF inh	SR-BI DiI-HDL act	DAGLB inh	Keap1 Nrf2 FP	Rtt109 HAT inh	cardiac RTF act	CAL PDZ FP-1	CAL PDZ FP-2	C-LANA FP	PKA-R2B activ
Cc1ccc(NC(=S)NCCc2ccccc2)nc1	0	-23	-3	5	-3	5	-1.2	.	-2.8	-7
COc1cc2c(cc1NC(=O)CSCC(=O)O)oc1ccccc12	-6	-1	3	-9	-13	6	0.5	-9	-1.1	-3
CCCCc1ccc(NC(=O)C2CCN(S(C)(=O)=O)CC2)cc1	-4	-18	-2	-1	1	3	-0.2	-2	0.2	2
CCOC1(OCC)C(c2ccc(Cl)cc2)C(C#N)(C#N)C1(OCC)OCC (centres undefined)	-7	-2	6	-8	1	3	-0.3	0	-1.2	8
COc1ccc(Br)cc1CN1CCN(c2ncccn2)CC1	9	-10	-7	-7	-1	-5	-1.2	-2	-0.6	4
Cc1ccc(C)c(N(C)C(=O)c2cc3c(=O)[nH]c4ccc(C)cc4c3s2)c1	-20	.	-3	-5	-33	-1	-2.2	.	-0.2	-7

Single records (already shown). Screens in order: Cardiac RTF inh, SR-BI DiI-HDL act, DAGLB inh, Keap1 Nrf2 FP, Rtt109 HAT inh, cardiac RTF act, CAL PDZ FP-1, CAL PDZ FP-2, C-LANA FP, PKA-R2B activ
Results for Cc1ccc(C)c(N(C)C(=O)c2cc3c(=O)[nH]c4ccc(C)cc4c3s2)c1 : -20, ., -3, -5, -33, -1, -2.2, ., -0.2, -7
Results for CCOC1(OCC)C(c2ccc(Cl)cc2)C(C#N)(C#N)C1(OCC)OCC (centres undefined) : -7, -2, 6, -8, 1, 3, -0.3, 0, -1.2, 8
Results for Cc1ccc(NC(=S)NCCc2ccccc2)nc1 : 0, -23, -3, 5, -3, 5, -1.2, ., -2.8, -7
Results for COc1cc2c(cc1NC(=O)CSCC(=O)O)oc1ccccc12 : -6, -1, 3, -9, -13, 6, 0.5, -9, -1.1, -3
Results for CCCCc1ccc(NC(=O)C2CCN(S(C)(=O)=O)CC2)cc1 : -4, -18, -2, -1, 1, 3, -0.2, -2, 0.2, 2

High-throughput results from PubChem.
